# Screening data: PubChem, Broad Institute
# ARNT-TACC3 inh – disruptors of ARNT/TACC3 protein interaction, primary screen, biochemical, AlphaScreen, single concentration | inhibition, % at 9.99 µM | Transforming acidic coiled-coil-containing protein 3 (Homo sapiens), Q9Y6A5 | hit rate 0.66% among 390,000 | AlphaScreen His-ARNT PAS-B/GST-TACC3 binding, luminescence; TACC3 fragment carries E629A point mutation | AID 623870, 2012;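 active = mean inhibition of replicates at least 50% and at least half of replicates each reaching 50%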;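 note: 0% = complete ARNT plus TACC3 wells and 100% = ARNT alone without TACC3; many hits fall short of the cut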
# * hit, by the source's call.
structure | ARNT-TACC3 inh
O=C(Nc1cccc(Cl)c1N1CCCCC1)c1ccc2c(c1)OCCO2 | -12
CCOC(=O)c1ccc(NC(=S)Nc2ccccn2)cc1 | 20
Cc1cc(C)nc(SCCS(=O)Cc2ccc(Cl)cc2)n1 (stereo unspecified) | -3
Clc1ccc(OCCSc2nnnn2C2CCCCC2)cc1 | 0
CCn1c(N)c(C(=O)NCc2ccco2)sc1=S | -3
COc1ccc(NC(=O)Cc2nnc(SCC(=O)Nc3cc(C)ccc3OC)n2C)cc1 | -6
CCOC(=O)C1CCCN(C(=O)COC(=O)c2cc(=O)c3ccccc3o2)C1 (stereo unspecified) | -7
CC1CN(C(=O)c2cc(S(=O)(=O)N3CCCC3)c(Cl)cc2Cl)CC(C)O1 (stereo unspecified) | 6
O=C(Nc1ccc(Br)cc1)/C(=C/c1cccc([N+](=O)[O-])c1)NC(=O)C1CCCCC1 | 1
CCOc1cc(C2NN=C(c3ccccc3)S2)ccc1OCc1ccc(F)cc1 (stereo unspecified) | -6
COc1cc(CNCCO)cc(Br)c1OCc1cccs1 | -3
CN(C(=O)COC(=O)COc1ccc(Cl)cc1)C1CCCCC1 | -2
CCCC(C)C(=O)N(Cc1ccccc1)c1ccccn1 (stereo unspecified) | -4
COCCCN1C(=O)C(O)=C(C(=O)c2ccco2)C1c1ccc(Br)cc1 (stereo unspecified) | 6
Cc1ccc2c(CN3CCN(CCO)CC3)cc(=O)oc2c1C | 6
O=C(COc1ccc(F)cc1)N(CC1=CCS(=O)(=O)C1)c1ccccc1 | 0
N#C/C(C(=O)Oc1ccccc1)=C1\C=CC=CN1 | -2
CCc1ccc2nc(N(CCN(C)C)C(=O)c3ccc4ccccc4c3)sc2c1 | 3
Cc1nc(NCc2ccco2)c2c3c(sc2n1)CCC3 | 8
CC(=O)c1ccc(NS(=O)(=O)c2ccc(-c3cnc(C4CC4)o3)cc2)cc1 | 0
COc1ccc(NC(=O)C(c2ccccc2)N(C)C(=O)c2cnccn2)cc1 (stereo unspecified) | -5
Cc1cc(NC(=O)c2cc(-c3ccco3)on2)no1 | -11
O=C(O)C1CCCN1c1ncnc2c1oc1ccccc12 (stereo unspecified) | -6
Cc1noc(C)c1C(=O)Nc1sc2c(c1C(N)=O)CCC2 | -1
O=C(CCC(=O)OCC(=O)c1ccc([N+](=O)[O-])cc1)Nc1ccccc1Cl | -7
Cc1cnc(C(=O)Nc2ccccc2-c2ccc(C)o2)cn1 | 4
CCOc1cccc(C(=O)Nc2nnc(-c3ccco3)s2)c1 | 2
Cc1cc2ccccc2nc1SCC(=O)N1CCCC1 | -1
CCOc1ccc(-c2cn(S(=O)(=O)c3cccc4nsnc34)nc2N)cc1 | 17
Cn1nccc1C(=O)NC(=S)Nc1sc2c(c1C#N)CCCCC2 | -2
CC(C)Cn1c(N)c(C(=O)CSc2nc3ccccc3n2C)c(=O)n(C)c1=O | -1
Clc1ccc2[nH]c(-c3ccccc3)cc2c1 | -4
Cc1n(CC(O)COCc2ccccc2)c2ccccc2[n+]1C (stereo unspecified) | 0
COc1ccc(CS(=O)/C(Cl)=C(/Cl)C(=O)Nc2ccc(OC)nc2)cc1 (stereo unspecified) | 0
CC(C)CC(=O)Nc1sc2c(c1C#N)CC(C)(C)NC2(C)C | -4
CCCn1c(CCC(=O)O)ccc1-c1ccc(OC)cc1 | -19
Cc1cccc(NC(=O)CC(C)(C)C)c1 | -1
O=C(NCCCN1CCN(c2ccccc2F)CC1)C1CCN(S(=O)(=O)c2cccs2)CC1 | -3
O=[N+]([O-])c1ccc(N=Nc2ccc(O)c3ccccc23)cc1 | 2
O=C(O)/C=C/c1ccc2ccccc2n1 | -6

# Gathered by group: the compounds so far containing a thiophene ring, fused or not.
structure | ARNT-TACC3 inh
COc1cc(CNCCO)cc(Br)c1OCc1cccs1 | -3
Cc1nc(NCc2ccco2)c2c3c(sc2n1)CCC3 | 8
Cc1noc(C)c1C(=O)Nc1sc2c(c1C(N)=O)CCC2 | -1
Cn1nccc1C(=O)NC(=S)Nc1sc2c(c1C#N)CCCCC2 | -2
CC(C)CC(=O)Nc1sc2c(c1C#N)CC(C)(C)NC2(C)C | -4
O=C(NCCCN1CCN(c2ccccc2F)CC1)C1CCN(S(=O)(=O)c2cccs2)CC1 | -3

# (continued)
structure | ARNT-TACC3 inh
Cc1cc(N2C(=O)C(O)=C(C(=O)c3cccs3)C2c2cccc(O)c2)no1 (stereo unspecified) | -4
CCSc1ccccc1C(=O)NCc1ccc(OC)cc1 | 1
CCOC(=O)C1=C(C)N(C)C(=O)NC1c1cc2c(cc1Br)OCO2 (stereo unspecified) | -3
CN(C)C(=O)c1cc([N+](=O)[O-])cc([N+](=O)[O-])c1N(C)C | -10
Cc1nc2cc(CO)ccc2n1C | -2
COc1ccc(N(C)S(=O)(=O)c2c(C)[nH]c(=O)[nH]c2=O)c(OC)c1 | -4
Cc1nc(SCCCSc2n[nH]c(C)n2)n[nH]1 | -10
CCn1c(C(c2ccccc2)c2ccccc2)n[nH]c1=S | -3
CCN1c2ccccc2-c2nc3ccccc3n2C1c1cccnc1 (stereo unspecified) | 6
Cc1cc(-c2ccc(Cl)s2)n[nH]1 | -3
C=CCn1sc(N)c(C(=O)OCC)c1=S | 2
O=C(c1cnsn1)N1CCN(c2ccccc2)CC1 | -5
COc1ccc(CNC(=O)COC(=O)c2cc(-c3ccc(Cl)s3)nc3ccccc23)cc1 | -29
COC(=O)[C@H](Cc1ccccc1)NC(=O)Nc1ccc(S(N)(=O)=O)cc1 | 0
COCCCNC(=O)c1c(N)n(-c2cccc(S(N)(=O)=O)c2)c2nc3ccccc3nc12 | -3
O=C(NC12CC3CC(CC(C3)C1)C2)N1CCN(c2nc(-c3ccccc3)cs2)CC1 | -10
CC(C)Oc1ccc2ccccc2c1C=O | -3
N#Cc1c(-c2ccco2)cc(-c2ccc(F)cc2)nc1N | -3
COC(=O)C1=C(CN2CCc3ccccc32)NC(=O)NC1c1cc(C)ccc1C (stereo unspecified) | 21
Cc1ccc(CC2CC(=O)N(c3ccc(Cl)cn3)C2=O)cc1 (stereo unspecified) | -2
CCOc1ccc(OCC)c(NC(=O)CCCN2C(=O)c3cccnc3C2=O)c1 | 13
COC(=O)c1ccc(C(=O)Nc2ccc(N)cc2N)cc1 | -3
Cc1ccc(S(=O)(=O)N2CCCC(C(=O)NCC3COCCO3)C2)cc1 (stereo unspecified) | -7
CN(CC(=O)N1CCc2ccccc21)S(=O)(=O)c1ccc(Cl)cc1 | -3
CC1CCCCC1NC(=O)c1ccc(S(=O)(=O)NCc2ccco2)cc1 (stereo unspecified) | -3
CCC(=O)Nc1c(C#N)c2nc3ccccc3nc2n1-c1ccccc1C | 11
CN1C(=O)/C(=N/OC(=O)c2ccccc2)c2ccccc21 | -8
CC(C)CN(C(=O)COC(=O)C12CC3CC(CC(O)(C3)C1)C2)C1CCS(=O)(=O)C1 (stereo unspecified) | 3
CC1=C(C(N)=O)C(c2cccs2)n2nc(-c3cccc(Cl)c3)nc2N1 (stereo unspecified) | 20
CCC(=O)N1CCN=C1SCc1ccc(Cl)cc1 | -3

# As entered above:
# CC(C)Oc1ccc2ccccc2c1C=O in ARNT-TACC3 inh has -3
# CCn1c(N)c(C(=O)NCc2ccco2)sc1=S in ARNT-TACC3 inh has -3
# COc1ccc(CNC(=O)COC(=O)c2cc(-c3ccc(Cl)s3)nc3ccccc23)cc1 in ARNT-TACC3 inh has -29
# CCOc1cccc(C(=O)Nc2nnc(-c3ccco3)s2)c1 in ARNT-TACC3 inh has 2

# Some of the entries so far, field by field.
SMILES: CC1CCCCC1NC(=O)c1ccc(S(=O)(=O)NCc2ccco2)cc1 (stereo unspecified)
  ARNT-TACC3 inh: -3
SMILES: CC(C)CN(C(=O)COC(=O)C12CC3CC(CC(O)(C3)C1)C2)C1CCS(=O)(=O)C1 (stereo unspecified)
  ARNT-TACC3 inh: 3

# Later entries.
structure | ARNT-TACC3 inh
COc1ccc(-c2c3c(nc4sc5c(=O)[nH]c(C)nc5c24)CCC3)cc1 | 0
CSc1nc2ccc(S(=O)(=O)NC3CCCCC3)cc2s1 | -1
Cn1nc(-c2ccccc2)c(CSc2ccccc2)c1Cl | -29
Cc1cc(=O)oc2cc(OCC(=O)NCc3ccccn3)ccc12 | 4
CC(=O)N=c1ncn(CC(COC(C)=O)OC(C)=O)c2nc[nH]c12 (stereo unspecified) | -3
O=C(NCc1ccco1)c1cnn2c1NC(c1ccccc1)CC2C(F)(F)F (stereo unspecified) | 0
Cc1ccc(N/C=C(/C#N)c2ccsc2)cc1C | -1
O=C1NC(c2ccc3c(c2)OCO3)Oc2ccccc21 (stereo unspecified) | 11
COc1ccc(-c2cc(C(F)(F)F)nc(SCC(=O)NCc3cccs3)n2)cc1 | -20
COC(=O)CN(c1ccccc1OC)S(=O)(=O)c1ccccc1 | -5
COc1ccccc1NC(=S)NNC(=O)c1nn(C)c(C)c1Cl | 36
CCOC(=O)c1c(C)nc2c(C)cccn12 | -6
Cc1ccc(NC(=O)CN(C)C(=O)CSc2nc3ccccc3o2)cc1 | -15
COc1ccc(OC)c(-c2nnc(SCC(=O)N3CCCc4ccccc43)o2)c1 | -5
N#C/C(=C\Nc1ccc2c(c1)OCCO2)c1nc2ccccc2[nH]1 | -16
COc1ccc(CCN2CNc3c(c(=O)n(C)c(=O)n3C)C2)cc1OC | -6
COC(=O)COc1ccc(C2NC(=O)NC(c3ccccc3)=C2C(C)=O)cc1OC (stereo unspecified) | 0
CCOC(=O)Cc1csc(NC(=O)COc2ccccc2OC)n1 | -3
Cc1cc(O)cc(=O)n1Cc1ccco1 | -5
COc1ccc(N(C(=O)c2ccco2)C(C(=O)NC2CCCCC2)c2cccs2)cc1OC (stereo unspecified) | -4

# Three entries already listed, sorted by SMILES length, high to low.
structure | ARNT-TACC3 inh
COC(=O)COc1ccc(C2NC(=O)NC(c3ccccc3)=C2C(C)=O)cc1OC (stereo unspecified) | 0
COc1ccc(CCN2CNc3c(c(=O)n(C)c(=O)n3C)C2)cc1OC | -6
CCOC(=O)c1c(C)nc2c(C)cccn12 | -6

# Additional results
structure | ARNT-TACC3 inh
Cc1ccc(CNC(=O)CN(C)S(=O)(=O)c2cccc3nsnc23)cc1 | -4
O=c1[nH]c(S)nc2sc3c(c12)CCCC3 | -10
Oc1ccccc1-c1cc(-c2ccco2)[nH]n1 | 6
Cc1cc2c(c(=O)n1CCN(C)C)C(c1ccccc1Br)C(C#N)=C(N)O2 (stereo unspecified) | 5
CCOC(=O)CCC(NC(=O)c1ccc(NCN2C(=O)c3ccccc3C2=O)cc1)C(=O)OCC (stereo unspecified) | 0
c1cnc2ccc(C(c3nnnn3C3CCCC3)N3CCN(c4nc5ccccc5s4)CC3)cc2c1 (stereo unspecified) | 4
Cc1nc(C(F)(F)F)ccc1C(=O)NN1CCOCC1 | -5
O=c1cc(N2CCc3ccccc3C2)[nH]c(=O)n1C1CCCCC1 | 0
Cc1ccc(-c2noc(C3CCCN(S(=O)(=O)c4ccc5ccccc5c4)C3)n2)o1 (stereo unspecified) | -2
Cc1noc(/C=C/N(C)C)c1S(=O)(=O)NC1CCCCC1 | 2
O=C(Oc1ccccc1Cl)c1ccc(-n2cncn2)nc1 | 2
Fc1ccc(NC(=S)NCc2ccccn2)cc1 | 4
Cc1cc(-n2c(C)cc(C(=O)COc3ccc(F)c(F)c3)c2C)no1 | 18
CC(=O)OC(C(=O)N1CCN(c2ccc(F)cc2)CC1)c1ccccc1 (stereo unspecified) | -2
N#Cc1c(N)nc2c(c1N)CC(CO)O2 (stereo unspecified) | 2
Cc1ccc(NC(=O)c2oc3c(c2C)C(=O)CC(C)(C)C3)cc1 | 1
COC(=O)c1sc(=S)n(-c2ccccc2)c1N | -18
CCc1nc2ccccc2n(CCOCCOCCn2c(=O)c(CC)nc3ccccc32)c1=O | 6
N#Cc1c(N)nc(SCc2ccncc2)c(C#N)c1-c1cccs1 | 5
O=C(O)C1C2CCC(C2)C1C(=O)Nc1nc2ccccc2s1 (stereo unspecified) | 17
COc1ccc(C2C(C#N)=C(N)Oc3cc(O)ccc32)cc1OC (stereo unspecified) | -4
CC(C)(/C=N/O)/[N+]([O-])=C/c1ccco1 | -2
CCCSc1nc2sc3c(c2c(=O)[nH]1)CCN(Cc1ccccc1)C3 | -3
Cc1ccccc1-n1c(=O)c(C#N)cc2c(=O)n3ccccc3nc21 | -3
Cc1ccc(NC(=O)c2ccc(CSc3nnc(C)s3)cc2)cc1 | -3
CCCn1c2c(c(O)c(C(=O)Nc3ccccc3)c1=O)CCCC2 | -3
CCOC(=O)c1cc2sccc2n1Cc1ccccc1 | -12
Cc1nn(C)cc1C(C(=O)NC1CCCCC1)N(C(=O)Cn1nnc2ccccc21)c1ccc(F)cc1 (stereo unspecified) | -7
COc1cc2c(cc1OC)CN(Cc1ccc(OC)c(C)c1OC)CC2 | 4
Cc1cc(NC(=O)c2ccccc2Cl)no1 | -4
CCOP(=O)(OCC)C(C)(C)NC(=O)c1cc([N+](=O)[O-])cc([N+](=O)[O-])c1 | -11
C#CCONC(=O)c1cc(OCC(F)(F)F)ccc1OCC(F)(F)F | -7
Cc1nn(-c2ccccc2)c2sc(C(=O)n3cccn3)cc12 | -14
CCOC(=O)CCSc1nc(C)c2cc(OC)ccc2n1 | -6
Cc1ccc(NC(=O)c2c(C(F)(F)F)nn(C)c2SCc2ccc(Cl)cc2)cc1C | -4
Cc1c(NC(=O)c2ccccc2NS(=O)(=O)c2ccc(Br)cc2)c(=O)n(-c2ccccc2)n1C | -3
CCCCCCNC(=O)c1c(O)c2cccc3c2n(c1=O)CCC3 | -15
c1ccc(SCc2nc3ccccc3[nH]2)nc1 | -1
Cc1ccc(NS(=O)(=O)c2cc(C(=O)NCCSC3CCCCC3)ccc2C)cc1 | -2
Cc1c(NC(=O)/C(C#N)=C/C2CC=CCC2)c(=O)n(-c2ccccc2)n1C (stereo unspecified) | -3
CCCCCn1c(SCCc2ccccc2)nc2c1c(=O)[nH]c(=O)n2C | -16

# The list is partial (hit frequency here may not be typical).
